12-LOX inh = Primary qHTS assay for inhibitors of human arachidonate 12S-lipoxygenase (ALOX12): Round 2. Polyunsaturated fatty acid lipoxygenase ALOX12 (Homo sapiens), P18054. purified 12hLO, xylenol orange hydroperoxide absorbance. Potency, µM (series often up to 108 µM), inactives show at the top dose activity change, negative = inhibition, hits mostly inhibitors. actives 1.1% (n = 580,000). AID 1671190, 2021; further: potency means the concentration at half of the fitted maximal effect; on the % scale 0 is the no-effect control and ±100 the full control effect
Target sequence (P18054 whole entry, looked up): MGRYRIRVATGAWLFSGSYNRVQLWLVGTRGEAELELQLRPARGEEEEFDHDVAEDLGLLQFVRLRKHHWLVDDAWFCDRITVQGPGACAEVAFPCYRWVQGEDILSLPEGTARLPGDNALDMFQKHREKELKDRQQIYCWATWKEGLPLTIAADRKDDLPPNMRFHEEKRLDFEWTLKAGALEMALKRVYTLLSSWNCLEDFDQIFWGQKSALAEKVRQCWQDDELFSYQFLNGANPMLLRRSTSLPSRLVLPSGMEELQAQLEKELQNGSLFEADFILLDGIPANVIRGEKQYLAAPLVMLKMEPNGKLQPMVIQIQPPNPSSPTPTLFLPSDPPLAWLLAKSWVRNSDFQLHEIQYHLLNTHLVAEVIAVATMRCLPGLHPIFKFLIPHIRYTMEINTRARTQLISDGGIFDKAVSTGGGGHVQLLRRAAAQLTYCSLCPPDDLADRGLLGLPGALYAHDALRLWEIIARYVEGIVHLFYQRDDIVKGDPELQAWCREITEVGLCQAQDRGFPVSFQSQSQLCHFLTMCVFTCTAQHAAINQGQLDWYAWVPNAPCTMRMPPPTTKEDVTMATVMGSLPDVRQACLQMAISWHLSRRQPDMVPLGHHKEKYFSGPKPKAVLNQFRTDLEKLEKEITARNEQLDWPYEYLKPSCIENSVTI
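Purified human 12hLO (150 nM final) in 25 mM Hepes, 0.01% Triton X-100, pH 7.0 was preincubated 15 min at room temperature with compound. Then 40 uM arachidonic acid was added, 30 min. Hydroperoxide was read by Fe-XO absorbance ratio 573/405 nm.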
POLH inh = qHTS for Inhibitors of Polymerase Eta | actives 1.2% (n = 390,000) | recombinant Pol eta, fluorescent DNA replication assay | DNA polymerase eta (Homo sapiens), Q9Y253 | Potency, µM (highest dose often 114 µM), for inactives: at the highest dose activity change, negative = inhibition, hits mostly inhibitors; further: potency means the concentration at half of the fitted maximal effect; on the % scale 0 is the no-effect control and ±100 the full control effect
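Pol eta (10 nM) was preincubated with compounds for 15 min at room temperature, after which fluorescent replication substrate (50 nM final) was added to start the reaction. Fluorescence was read kinetically at 0 and 10 min.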
Pol beta inh = qHTS Assay for Inhibitors of DNA Polymerase Beta; P06746; Potency, µM (doses to about 114 µM), without a hit: at the top dose activity change, negative = inhibition, actives largely listed as inhibitors; actives 1.3% (n = 340,000); Pol beta primer extension/strand displacement, fluorescence kinetic; further: potency means the concentration at half of the fitted maximal effect; on the % scale 0 is the no-effect control and ±100 the full control effect
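Pol beta (10 nM) and compounds were preincubated 15 min at room temperature, then 50 nM substrate (final) started primer extension/strand displacement. Reads were taken at 0 and 10 min; concentration-response data were fitted to a four-parameter Hill equation.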
Anesthetic bind = qHTS Assay for Identification of Novel General Anesthetics. actives 0.074% (n = 350,000). Potency, µM (series often up to 77.5 µM), for the others: at the highest dose activity change, negative = displacement, actives largely listed as inhibitors. AID 485281, 2010. apoferritin/1-aminoanthracene competitive binding, fluorescence; further: potency means the concentration at half of the fitted maximal effect; on the % scale 0 is the no-effect control and ±100 the full control effect; nearly all actives have a fitted effect of over 20% in size
Target sequence (P02791 2-175 limits assumed): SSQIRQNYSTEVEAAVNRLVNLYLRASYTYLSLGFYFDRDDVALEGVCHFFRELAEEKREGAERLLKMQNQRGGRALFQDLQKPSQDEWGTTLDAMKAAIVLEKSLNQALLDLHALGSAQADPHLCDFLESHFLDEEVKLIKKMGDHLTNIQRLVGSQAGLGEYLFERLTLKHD
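Horse-spleen apoferritin (10 uM) in 50% saturated 1-aminoanthracene in PBS was incubated 10 min at room temperature with compound. Fluorescence (ex 380, em 535 nm) was normalized to free and bound 1-AMA, with concentration-response fitted by a four-parameter Hill equation.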
RGS4 inh = Inhibitors of Regulator of G Protein Signaling (RGS) 4: qHTS; Transcreener GDP fluorescence polarization, RGS4-accelerated GTP hydrolysis; Potency, µM (top dose mostly 114 µM), for inactives: at the highest dose activity change, negative = inhibition, usual class: inhibitors; Regulator of G-protein signaling 4 (Homo sapiens), P49798; actives 0.039% (n = 390,000); AID 504845, 2011; further: potency means the concentration at half of the fitted maximal effect; on the % scale 0 is the no-effect control and ±100 the full control effect; nearly all actives have a fitted effect of over 75% in size; some results filed as inactive show a strong effect at the top dose
Target sequence (P49798 whole entry, looked up): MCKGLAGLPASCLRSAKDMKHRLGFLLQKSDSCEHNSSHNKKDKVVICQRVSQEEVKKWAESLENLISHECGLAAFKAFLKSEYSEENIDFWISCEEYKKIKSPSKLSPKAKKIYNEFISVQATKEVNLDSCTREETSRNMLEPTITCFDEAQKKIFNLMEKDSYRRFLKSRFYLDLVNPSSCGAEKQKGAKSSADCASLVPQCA
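MLSMR compounds (23 nl, pin-transferred) preincubated 10 min at room temperature with a 500nM (2x) first reagent, then RGS4 at 900nM (2x) plus Transcreener GDP mix added; fluorescence polarization (620/688 nm) read before and after 90 min at 30 °C.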
APEX1 inh = qHTS Assay for Inhibitors of the Human Apurinic/apyrimidinic Endonuclease 1 (APE1); Potency, µM (highest dose often 65.8 µM), inactives show top-dose activity change, negative = inhibition, actives largely listed as inhibitors; actives 0.35% (n = 350,000); recombinant APE1, TAMRA/BHQ-2 abasic DNA cleavage fluorescence; DNA repair nuclease/redox regulator APEX1 (Homo sapiens), P27695;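 further: potency means the concentration at half of the fitted maximal effect; plate controls were vehicle for no effect and reference inhibitor for full effect; nearly all actives have a fitted effect of over 55% in size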
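Kinetic fluorescence read (525 ex/598 em nm, three reads 60 s apart) of AP-site incision; signal = third minus first read. Enzyme 0.75 nM, dual-labelled THF duplex 50 nM, compound preincubation 15 min RT.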
ERG-DNA inh = qHTS for Small Molecule Inhibitors of the ERG Ets/DNA interaction | Transcriptional regulator ERG (Homo sapiens), P11308 | fluorescence polarization, His-ERG Ets domain / labelled DNA | Potency, µM (titrated, usually from 76.9 µM), for the others: top-dose FP activity, negative = inhibition, most hits filed as inhibitors | actives 0.028% (n = 370,000) | AID 624246, 2012; active means well fitted inhibition curve with a large enough effect in the polarisation, with a control signal flat; inconclusive means small, poorly fitted or top-dose-only effect, or effect the other way, or a change in a side signal; inactive means no such curve, though single readings can be large or run the other way; the % refers to the polarisation;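 further: polarization taken with two DNA probes labelled with fluorescein and Texas red; potency means the concentration at half of the fitted maximal effect; % of control where 0% means no effect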
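His-tagged ERG Ets domain (1 uM in the protein solution; 300mM KCl, 50mM Tris-HCl, 1mM EDTA, 1mM DTT, pH 7.5) received compound, then a probe mix of 5 nM fluorescein-DNA and 100nM Texas-615-DNA. Fluorescence polarization was read for both dyes.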
POLK inh = qHTS for Inhibitors of Polymerase Kappa; DNA polymerase kappa (Homo sapiens), Q9UBT6; purified Pol kappa, fluorescent DNA synthesis assay, 10 min; Potency, µM (doses to about 107 µM), without a hit: top-dose activity, negative = inhibition, most hits filed as inhibitors; actives 0.53% (n = 400,000); AID 588579, 2011; further: potency means the concentration at half of the fitted maximal effect; on the % scale 0 is the no-effect control and ±100 the full control effect
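50 nM final substrate added after 15 min RT preincubation of 10 nM Pol kappa with compound; fluorescence read at 0 and 10 min.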
LDHA block = qHTS assay for inhibitors of human lactate dehydrogenase; purified LDHA, NADH/diaphorase-resazurin fluorescence; stronger effect = lower value; activity change, % (values are at about 110 or 230 µM); actives 0.15% (n = 480,000); in the data active means activity change below about -30%; inconclusive means mostly about -25% to -30%;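 further: plate controls were DMSO wells for no effect and wells without enzyme for full effect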
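Human LDH5 at 2 nM final in Tris HCl pH 7.4 with 0.06 mM NADH and 0.2 mM pyruvate, reacted 5 minutes at room temperature. Remaining NADH coupled via diaphorase/resazurin; resorufin fluorescence read at 0 and 20 minutes, normalized to enzyme-free and DMSO wells.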
Numbers without * were called inactive; ? = inconclusive; · = not tested or not shown; & = joins results of further samples; [ ] = dose if it differs, or a comment. Unless noted, the call rests on the fitted dose curve; in most records, active means well fitted curve in the direction sought with a large enough effect; inconclusive means small, poorly fitted or top-dose-only effect, or another doubt; inactive means no such curve, though single readings can be large; an effect the other way counts as inactive or inconclusive. Not all compounds are listed (hit frequency here may not be typical).

SMILES	12-LOX inh	POLH inh	Pol beta inh	Anesthetic bind	RGS4 inh	APEX1 inh	ERG-DNA inh	POLK inh	LDHA block
CCC(CO)Nc1ncnc2onc(-c3ccc(F)cc3)c12 (centres undefined)	0%	17%	1%	-4%	22%[56.9 µM]	6%	-4%	-6%	-12
CCN1CCN(Cc2ccc(NC(=O)c3ccc(C)c(NC(=O)c4cc(-c5ccc(Br)cc5)n[nH]4)c3)cc2C(F)(F)F)CC1	?	-14%	-2%	1%	2%	4%	5%	-8%	-7
COCCOCCOCCC(=O)NC1CC2CCC1(C)C2(C)C (centres undefined)	11%	-13%	3%	-19%	-10%	-1%	-4%	-3%	-7
COc1cc(Cl)cc(C2NC(=S)NC(c3ccccc3)=C2C(C)=O)c1OCC(=O)O (centres undefined)	?	-20%	6%	-8%	?	2%	-13%	-9%	-3
CCc1cccc(NC(=O)CCNS(=O)(=O)c2cccc3nonc23)c1	-5%&-7%	5%&-7%	-26%&12%	-21%&3%	-6%&9%	-4%	6%&4%	0%&-18%	-11&5
COc1ccc2c(c1)c1c(c(=O)n(Cc3ccccc3)c(=O)n1Cc1ccccc1)n2C	-25%	-20%	2%	7%	-2%	·	4%	1%	-4
COc1ccc(Br)cc1[C@H]1[C@@H]2C=CCC[C@@]2(C)C(=O)N1Cc1ccccc1	?	-12%	-8%	-8%	3%	2%	0%	-14%	-1
CCOc1ccc2nc(NC(=O)Cn3[nH]c(=O)c4ccccc4c3=O)sc2c1	0%	?	2%	-10%	-22%	-7%	-11%	11%	0
O=C(CSC1=Nc2ccccc2C2=NC(Cc3ccccc3)C(=O)N12)Nc1ccccc1C(F)(F)F (centres undefined)	-20%	-16%	-20%	-16%	-2%	·	6%	1%[60.1 µM]	1
CC(C)OC(=O)c1c(NC(=O)c2ccco2)sc2c1CCCC2	-22%	5%	-12%	0%	4%	1%	-12%	-8%	-6
CC(C)C[C@H](NC(=O)N1CCn2c1nc1ccccc12)C(=O)NC1CCCCC1	8%	-3%	6%	-1%	-14%[56.9 µM]	30%	-2%	0%	2
COc1ccc2[nH]c3c(c2c1)CCN1C(=O)C(CC(=O)NCCc2ccccn2)C[C@H](C(=O)N2CCCCC2)[C@@]31C (some centres undefined)	8%	1%	·	·	10%	-1%	16%	3%	-1
NC(=O)C1CCN(Cc2nc3cc(Cl)ccc3c(=O)[nH]2)CC1	13µM*	5%	7%	-1%	23%	3%	-9%	3%	14&1
CCOC(=O)C1(CC2CC2)CCN(C(=O)c2cc(OC)nc3ccccc23)CC1	0%	-18%	31%[activator]	-20%	9%	17%	-5%	4%	7
Cc1ccc(F)cc1NC(=O)c1cccc(N(C)C)c1	?	-7%	19%	-20%	-36%	-5%	9%	1%	15
CC(=O)c1c(C)nc2ccc(Br)cc2c1-c1ccccc1	-5%	-25%	-11%	?	-21%	-3%	2%	-10%	-3
COc1ccc(CNC(=O)C2=CC(c3cccc(OC)c3)=NS(=O)(=O)N2C)cc1	4%	-15%	-16%	-10%	-2%	·	?	-16%	-2
COc1cccc(-c2c(C(=O)N/N=C(\C)c3ccncc3)nnn2-c2nonc2N)c1	2%	-18%	87%	1%	-8%	43%	-16%	8%	-6
Cc1cc(NS(=O)(=O)c2ccc(NC(=O)COc3ccc(Cl)c(C)c3)cc2)no1	-13%	-14%	89%	4%	-15%	18%	-3%	0%	-6
COc1ccccc1C1c2ccc3ccccc3c2Oc2ncn(CCN(C)C)c(=N)c21 (centres undefined)	-7%	-22%	27%	-15%	-2%	11%	5%	-2%	2
O=C(Nc1cc(S(=O)(=O)N2CCOCC2)ccc1N1CCCC1)c1cc(=O)[nH]c2ccccc12	-34%	-7%	1%	-10%	-3%	1%	3%	-11%	-14
CCOC(=O)c1ccc(NC(=O)c2cc3c(s2)CCC3)cc1	1%	-25%	2%	5%	-10%	-11%	-9%	6%	-7
O=C(Nc1ccc(C(F)(F)F)cc1)c1cccnc1N1CCOCC1	8%	2%	2%	-16%	-16%	1%	-1%	-8%	-6
CCOC(=O)N1CCN(Cc2ccccn2)CC1	?	-6%	4%	-6%	-22%	3%	5%	8%	?
O=c1[nH]c(NCCO)nc2ncn(Cc3ccccc3)c12	-17%	6%	4%	-5%	5%	1%	-3%	-3%	-4

Reprinted from the part before: three entries, then new ones.
SMILES	12-LOX inh	POLH inh	Pol beta inh	Anesthetic bind	RGS4 inh	APEX1 inh	ERG-DNA inh	POLK inh	LDHA block
O=C(Nc1ccc(C(F)(F)F)cc1)c1cccnc1N1CCOCC1	8%	2%	2%	-16%	-16%	1%	-1%	-8%	-6
CCOC(=O)N1CCN(Cc2ccccn2)CC1	?	-6%	4%	-6%	-22%	3%	5%	8%	?
O=c1[nH]c(NCCO)nc2ncn(Cc3ccccc3)c12	-17%	6%	4%	-5%	5%	1%	-3%	-3%	-4
COc1ccc(Oc2c(Cl)cnn(-c3ccc(F)cc3)c2=O)cc1	0%	-5%	-10%	-1%	19%	?	9%	-5%	-1
COc1cc(OC)cc(C(=O)NCC(=O)OCc2nc3ccccc3s2)c1	1%	-13%	-14%	-7%	3%	-2%	-2%	-14%	-10
S=C1NCCN1CC1CCN(CC2CCCC2)CC1	?	0%	·	·	-4%	·	-9%	4%	-3
Cc1cc(C)nc(OC(=O)c2ccc(Cl)cc2Cl)n1	-24%	·	26%	-1%	·	-1%	·	·	·
Cc1c(NS(=O)(=O)c2ccc(F)cc2)c(=O)n(-c2ccccc2)n1C	21%	-12%	-3%	-1%	27%	-1%	1%	-7%	-11
CC(=O)N(Cc1ccccn1)Cc1ccco1	1%	-18%	12%	-5%	4%	-4%	-5%	-1%	2
CN(C)S(=O)(=O)N1CCN(Cc2ccccc2)CC1	4%	5%	2%	-5%	8%	2%	8%	1%	-2
O=C(Nc1cccc(F)c1)Nc1ccccn1	?	-4%	33%	-9%	18%	-4%	-1%	0%	-3
Cc1nn(C)c(C)c1Sc1ccc(Br)cc1	4%	?	17%	?	-24%	-2%	-3%	-11%	-1
COc1ccc(NC(=S)Nc2ccc(OCc3ccccc3)cc2)c(OC)c1	35µM*	-12%	0%	6%	-18%	1%	1%	-13%	-6
CC/C(=N/NC(=O)c1ccccc1)c1ccc(OCCN2CCOCC2)cc1	-2%	-8%	31%	-6%	10%	5%	7%	-10%	-1
Cc1coc2c(O)cc3c(c12)OC1(N2CCCCC2)C(=O)NCCCC31 (centres undefined)	?	?	50µM*	-21%	?	-5%	1%	-19%	43
COc1ccc(C(=O)N(Cc2ccc(N(C)C)cc2)C2CCS(=O)(=O)C2)cc1 (centres undefined)	?	-6%	-4%	-11%	-31%	-2%	-2%	2%	16
CCCC(=O)Nc1nc2c(s1)CC(C(C)(C)C)CC2 (centres undefined)	?	-11%	4%	-2%	5%	·	-2%	-1%	1
COc1cccc(C(=O)NCC(C)(C)SCc2ccc(F)cc2)c1	-8%	-18%	-2%	10%	0%	11%	-5%	-9%	-1
CCN(CC(=O)Nc1c(F)cccc1F)C(=O)c1ccc(S(=O)(=O)N2CCCC2)cc1	-24%	-3%	·	·	13%	11%	-13%	-13%	-1
CC(Sc1nnc(-c2cccnc2)n1-c1ccccc1F)C(=O)N1CCCc2ccccc21 (centres undefined)	-8%	·	-2%	-8%	·	23%	·	·	·
Cc1noc(C)c1COC(=O)[C@@H](NC(=O)c1ccccc1Cl)C(C)C	1%	-25%	2%	-1%	5%	-1%	-1%	2%	-7
CCCn1c(SCC(=O)O)nc2ccccc21	-22%	-2%	22%	9%	-7%	0%	1%	-1%	1
COc1ccccc1CNC(=O)c1cc2c(-c3ccc(Cl)cc3)nn(C)c2s1	-14%	10%	-2%	38%[activator]	-11%	·	?	-15%	1
COc1ccc(S(=O)(=O)NCc2cccnc2)cc1C(=O)Nc1ccccc1	5%	-11%	50%	-3%	-2%	7%	-4%	-3%	-6
CCCCn1c(SCC(=O)Nc2cc(C)on2)nnc1-c1cccnc1	13%	-11%	5%	5%	9%	14%	0%	10%	-3
CNc1nc(Cl)nc(NC(C)(C)C)n1	-1%	-8%	2%	-13%	0%	8%	15%	6%	-5
COc1ccc(CCn2c(C)cc(C(=O)CSc3nnnn3-c3ccccc3)c2C)cc1	-7%	7%	21%	-5%	-14%	17%	12%	-1%	-5
CCCC(c1nnnn1Cc1ccccc1)N1CCN(c2ccccc2OC)CC1 (centres undefined)	-10%	-13%	5%	-13%	-18%	4%	-2%	-14%	1
Cc1cccc(N(CC(=O)Nc2ccccc2-c2ccccc2)S(=O)(=O)c2ccccc2)c1C	6%	-12%	5%	4%	19%	9%	1%	-6%	-7
